Rac1 GTP hydrolysis: MgcRacGAP GTPase-activating activity inhibitors, confirmation, biochemical, ADP Hunter fluorescence | MgcRacGAP-stimulated Rac1 GTP hydrolysis, ADP Hunter fluorescence; higher % means a stronger effect; GST-tagged Rac1 F28L mutant substrate | one-dose inhibition, % at 30 µM; IC50 in µM for titrated hits | 0.6% of 340,000 active;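 active = first-screen hits whose inhibition reached a set limit at any dose in the follow-up dose series; inconclusive = inhibition above the set first-screen limit but never retested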;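 note: fluorescence reports GDP produced by GAP-driven GTP hydrolysis; strong numbers were not always called active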
* marks the source's active call; other numbers are inactive results; ? = inconclusive. Only part of the results is shown; the hit share may differ from the screen's.

SMILES	Rac1 GTP hydrolysis
Cc1cc(C(=O)N2CC(C)CC(C)C2)c(C)o1 (centres undefined)	1.4%
CCCCN1C(=O)C(CC(=O)NCCc2ccccn2)CC(C(=O)N(CC)CC)=C1C (centres undefined)	8.6%
COc1cc(C(=O)N2CCCCC2)ccc1OCC(=O)Nc1ccc(F)cc1	7.2%
CCCCN(C(C)=O)c1ccc2c(c1)C1CC2CCN1C(=O)OCc1ccccc1 (centres undefined)	9.2%
C[C@@]12C(=O)N(Cc3ccccc3)CC(=O)N1[C@H]1c3cc(Cl)ccc3OC[C@@H]1[C@@H]2c1ccccc1	1.1%
CCCCCO	5.3%
C[C@@H]1CN([C@H](C)CO)C(=O)c2cc(NC(=O)C3CCCCC3)ccc2O[C@@H]1CN(C)Cc1ccncc1	7.2%
CC(=O)c1c(C)[nH]c(C(=O)Nc2cc(S(=O)(=O)N3CCCCC3)ccc2C)c1C	1.3%
CC1=NN(c2ccccc2)C(=O)C1C(=S)SC1CC(=O)NC1=O (centres undefined)	8.9%
O=C(NCc1ccccc1)c1cccc(NC(=O)C2CCC2)c1	6.2%
Cc1ccc(C(=O)N(C)CC(=O)Nc2ccc(Cl)c(C(F)(F)F)c2)cc1S(=O)(=O)N1CCCCC1	5.4%
CCCCCC(=O)N1C[C@H](n2cc(-c3ccc(F)cc3)nn2)[C@@H](O)C[C@@H]1c1ccc(Cl)cc1	15.3%
CC1CCC(NC(=O)COC(=O)c2ccc3ncsc3c2)CC1 (centres undefined)	3.3%
O=C(COC(=O)c1cnc(Cl)c(Cl)c1)Nc1cccc(S(=O)(=O)N2CCOCC2)c1	2.1%
COc1ccc([C@H]2C[C@H](O)[C@@H](n3cc(COC(=O)c4ccccc4)nn3)CN2Cc2cccs2)cc1	13.4%
CCCN(CC(=O)Nc1ccccc1C)C(=O)c1ccc2c(c1)S(=O)(=O)N=C1CCCCCN12	0.3%
COc1ccc(CCN2CC(C(=O)OCC(=O)NC(Cc3ccccc3)C(C)=O)CC2=O)cc1OC (centres undefined)	1.6%
Cc1ccc(CC(=O)Nc2ccc(S(=O)(=O)N3CCOCC3)cc2)cc1C	1.2%
CC1CCCC(NC(=O)CSc2nncs2)C1C (centres undefined)	4.7%
C[C@H](CO)N1C[C@H](C)[C@@H](CN(C)S(=O)(=O)c2cccc(F)c2)OCc2cnnn2CCCC1=O	11.4%
N#CCCN1CCN(S(=O)(=O)c2ccc(C3CCCCC3)cc2)CC1	3.9%
Cc1ccc(NCSc2ccc(Cl)cc2)cc1	-1.1%
Cc1cccc(NC(=O)CN2CCN(C(=O)c3cnn(Cc4ccccc4)c3)CC2)c1C	8.2%
COc1cccc(OC)c1C(=O)N1CCN(Cc2ccccc2F)CC1	?
CCN(C[C@H]1N[C@@](Cc2ccccc2)(C(=O)OC)[C@H]2C(=O)N(C)C(=O)[C@@H]12)C(=O)c1ccc(C)cc1	4.2%
O=C(Nc1ccccn1)c1cccc(S(=O)(=O)N2CCCc3ccccc32)c1	7.5%
COc1ccc(C(=O)N2CCC2)cc1S(=O)(=O)NCc1ccc(Cl)cc1	2.2%
COc1ccc(OC)c(Cc2cnc3nc(N)nc(N)c3c2C)c1	-1.6%
O=C(Nc1cc(Cl)ccc1N1CCOCC1)c1ccc2c(c1)OCO2	10.1%
N#CCN(C(=O)COC(=O)CCCNC(=O)c1ccc(Cl)cc1)c1ccccc1	13.1%

5 compounds from above, ordered by their value in Rac1 GTP hydrolysis, largest number first:
SMILES	Rac1 GTP hydrolysis
O=C(Nc1cc(Cl)ccc1N1CCOCC1)c1ccc2c(c1)OCO2	10.1%
Cc1cccc(NC(=O)CN2CCN(C(=O)c3cnn(Cc4ccccc4)c3)CC2)c1C	8.2%
O=C(Nc1ccccn1)c1cccc(S(=O)(=O)N2CCCc3ccccc32)c1	7.5%
N#CCCN1CCN(S(=O)(=O)c2ccc(C3CCCCC3)cc2)CC1	3.9%
COc1ccc(C(=O)N2CCC2)cc1S(=O)(=O)NCc1ccc(Cl)cc1	2.2%

Going on with the list:
SMILES	Rac1 GTP hydrolysis
O=C(C[C@H]1C[C@@H]2c3cc(NC(=O)Nc4ccccc4)ccc3O[C@@H]2[C@@H](CO)O1)NCC1CC1	3.1%
O=C(NCC1CCCCC1)c1cccc(S(=O)(=O)N2CCCC2)c1	-1.8%
O=C1NC(=S)SC1=Cc1ccc2c(c1)OCO2	2.0%
Cc1cc(C)n(-c2ccc(C(=O)N3CCN(S(=O)(=O)c4cccc(Br)c4)CC3)cc2)n1	6.1%
CC[C@@H](C)[C@@H]1CN([C@@H](CN2CCC[C@H]2CN2C(N)=NC[C@H]2CC(C)C)C(C)C)C(=N)N1CCCC1CCCC1	4.5%
O=C(CNS(=O)(=O)c1ccc(Cl)c(C(F)(F)F)c1)NC1CCCCCC1	0.2%
CCOc1ccc2oc(C(=O)N3CCCN(C)CC3)c(C)c2c1	3.0%
CCCCN1CCNC[C@@H]1c1ccccc1	4.6%
Cc1ccc(N(CC(=O)N2CCCCCC2)S(C)(=O)=O)c(C)c1	8.7%
CN(CC(=O)Nc1cccc(F)c1)CC(=O)NC(c1ccccc1)c1ccccc1	0.1%

Part of the list above, with values ahead of the structure.
Rac1 GTP hydrolysis	SMILES
2.0%	O=C1NC(=S)SC1=Cc1ccc2c(c1)OCO2
0.1%	CN(CC(=O)Nc1cccc(F)c1)CC(=O)NC(c1ccccc1)c1ccccc1
4.6%	CCCCN1CCNC[C@@H]1c1ccccc1
3.1%	O=C(C[C@H]1C[C@@H]2c3cc(NC(=O)Nc4ccccc4)ccc3O[C@@H]2[C@@H](CO)O1)NCC1CC1
0.2%	O=C(CNS(=O)(=O)c1ccc(Cl)c(C(F)(F)F)c1)NC1CCCCCC1

Other compounds:
SMILES	Rac1 GTP hydrolysis
CCC1(c2ccccc2)NC(=O)N(CC(=O)N2CCc3ccccc32)C1=O (centres undefined)	-4.3%
Fc1cccc(CSc2ncnc3c2ncn3C2CCCCO2)c1 (centres undefined)	2.4%
CC1CC(C)CN(C(=O)c2cccc(S(=O)(=O)NCc3ccccc3)c2)C1 (centres undefined)	2.0%
COC1OC2COC(c3ccccc3)OC2C(NC(C)=O)C1OC(C)=O (centres undefined)	4.2%
O=C(Nc1ccc(Oc2ccc(Br)cc2)cc1)C1=CC=CN2CCS(=O)(=O)N=C12	5.4%
O=C(O)c1cccc(S(=O)(=O)NCC2COc3ccccc3O2)c1 (centres undefined)	-0.7%
C[C@H](CO)N1C[C@H](C)[C@@H](CN(C)C(=O)NC2CCCCC2)Oc2ccc(NS(=O)(=O)c3cn(C)cn3)cc2C1=O	8.7%
O=C(Cn1nc(C(=O)O)c2ccccc2c1=O)Nc1cccc(S(=O)(=O)N2CCCCCC2)c1	0.5%
O=C(COC(=O)C1=Cc2ccccc2OC1)NCc1ccc(F)cc1	6.8%
CCOc1ccc(NC(=O)COC(=O)c2cc(C)oc2C)cc1	1.3%
COc1ccccc1NC(=O)[C@@H]1CCCN1S(=O)(=O)c1ccc(Cl)cc1	5.3%
CCN1CCN(C(=O)C(C)Oc2ccc(S(=O)(=O)N3CCCC3)cc2C(N)=O)CC1 (centres undefined)	3.9%
CCC1Nc2ncnc(N3CCN(c4ccccc4)CC3)c2N(Cc2ccccc2)C1=O (centres undefined)	5.6%
CC(=O)Nc1ccc(S(=O)(=O)Nc2cc(S(=O)(=O)N3CCCCC3)ccc2O)cc1	10.9%
COc1ccc(S(=O)(=O)N2CCN(C(=O)c3ccc(=O)[nH]n3)CC2)cc1OC	8.1%
O=C(COC(=O)COc1ccccc1F)NCCc1ccc(F)cc1	3.5%
CC(Oc1cccc(Br)c1)C(=O)Nc1cccc(S(=O)(=O)N2CCOCC2)c1 (centres undefined)	1.5%
CCCCOc1ccc(C(=O)NCC(=O)N(C)Cc2nc3ccccc3c(=O)[nH]2)cc1	10.0%
Nc1cc2c(cc1Br)-c1ccc(F)cc1C2O (centres undefined)	8.4%
O=C(COC(=O)Cc1ccccc1F)NCCc1ccccc1	15.4%
O=C1OC(Cc2ccccc2)(c2ccccc2)c2ccccc21 (centres undefined)	2.0%
CC(C)(C)OC(=O)C[C@H]1C/C=C\C[C@@H](CC(=O)NCCO)C(=O)NCCOC1=O	5.7%
C=C(C)C(O)CC/C(C)=C/Cc1c(O)ccc(C(=O)/C=C/c2ccc(O)cc2)c1O (centres undefined)	4.5%
C=CCn1c(C)nnc1SCC(=O)Nc1ccccc1C(=O)NC1CC1	-3.3%
COc1ccccc1CNS(=O)(=O)c1cc(C(=O)NCC2CCCO2)c(Cl)cc1Cl (centres undefined)	4.6%
Cc1cccc(C)c1-n1nnnc1SCC(=O)c1c(N)n(C2CC2)c(=O)[nH]c1=O	4.7%
C[C@@H]1CN([C@@H](C)CO)C(=O)CCCn2nncc2CO[C@@H]1CN(C)S(=O)(=O)c1ccc(Cl)cc1	11.0%
COC(=O)c1ccc(COC(=O)CNC(=O)c2cccc(OC)c2)o1	5.0%
COc1cc2c(c(OC)c1OC)C(=O)C(=Cc1ccccc1)O2	14.2%
O=C(c1ccc2c(=O)n3c(nc2c1)CCC3)N1CCN(S(=O)(=O)c2ccccc2Br)CC1	2.6%
CC(C1SC(=S)NC1=O)C1SC(=S)NC1=O (centres undefined)	68.6%
CCN1CCN(CCNC(=O)c2ccc3c(c2)NC(=O)/C(=C\c2cccc(Cl)c2)S3)CC1	11.8%
Cc1ccc(NC(=O)CSCC(=O)Nc2cccc(S(=O)(=O)N3CCCCCC3)c2)cc1	2.1%
CC(C)Oc1ccc(C(=O)NCC(=O)Nc2ccc3c(c2)CCC3)cc1	5.5%
COc1ccc(Cl)cc1S(=O)(=O)NC(C)C(=O)NCCN1CCOCC1 (centres undefined)	8.8%
C[C@@H]1CN([C@@H](C)CO)S(=O)(=O)c2ccc(Br)cc2O[C@@H]1CN(C)S(=O)(=O)c1cn(C)cn1	17.3%
CCCn1c(SCC(=O)Nc2ccc3c(c2)OCCO3)n[nH]c1=O	5.7%
CCCCNC(=O)[C@]1(C)CCC[C@@]2(C)C3CC[C@@]4(C)C[C@]3(CCC21)CC4=O (some centres undefined)	13.9%
COc1ccc(S(=O)(=O)N2CCN(C(=O)CCc3c[nH]c4ccccc34)CC2)cc1	1.7%
O=C(NN=Cc1cccc([N+](=O)[O-])c1)c1cc(-c2cccnc2)nc2ccccc12	5.6%
Cc1cccn2c(=O)c3cc(C(=O)NCc4ccccc4)c(=N)n(CCCN4CCOCC4)c3nc12	-0.9%
Cc1ccc2[nH]c(CCN(C)C)c(CN3CCOCC3)c2c1	8.3%
CCN(CC(=O)Nc1ccc2c(c1)OCCO2)C(=O)c1cc(S(=O)(=O)N2CCOCC2)ccc1F	9.8%
CCN(CC)CCNC(=O)c1ccc(NC(=O)c2cccc(S(=O)(=O)N3CCCCCC3)c2)cc1	1.3%
COc1ccc(/C=C/C(=O)OCC(=O)NC(C)CCc2ccccc2)cc1OC (centres undefined)	6.5%
O=C(CCCN1C(=O)/C(=C\c2cccc(Br)c2)SC1=S)Nc1ccc(C(=O)O)cc1	9.4%
C[C@H](CO)N1C[C@H](C)[C@@H](CN(C)C(=O)Nc2ccccc2)Oc2c(NC(=O)Nc3ccc(C(F)(F)F)cc3)cccc2C1=O	0.5%
Cc1c(NC(=O)CSc2nc(N)cc(N)n2)c(=O)n(-c2ccccc2)n1C	10.2%
O=C1c2ccc(Cl)cc2S(=O)(=O)c2cccc(C(=O)N3CCN(c4ncc(Br)cn4)CC3)c21	9.0%
CC1CCCC(C)N1C(=O)COC(=O)c1cncc(Br)c1 (centres undefined)	5.2%
Going on with the list:
SMILES	Rac1 GTP hydrolysis
Fc1ccc(NC(=S)SCc2ccc3c(c2)OCO3)cc1F	4.7%
CCN(CC)S(=O)(=O)c1ccc(N2CCOCC2)c(NC(=O)c2cc(Cl)c3c(c2)OCO3)c1	-2.0%
CC(C)n1ncc2c(C(=O)NCC(=O)Nc3ccccc3Br)cc(C3CC3)nc21	2.9%
COc1ccc(C(=O)N2C=Cc3ccccc3C2C(N)=O)cc1 (centres undefined)	9.1%
CCCCN1CC(=O)N2[C@H]3c4cc(OC)ccc4OC[C@@H]3[C@H](C(=O)OCC)[C@]2(C)C1=O	12.0%
CN(c1ccccc1)S(=O)(=O)c1cccc(C(=O)NC2CCCC2)c1	3.0%
CSCCC(NC(=O)COc1ccccc1)C(=O)N1CCCCCC1 (centres undefined)	5.3%
O=C(CC1CCCC1)N1CCN(S(=O)(=O)c2cccc(F)c2)CC1	2.8%
CCCS(=O)(=O)Nc1ccc(N2CCCCC2)c(S(=O)(=O)Nc2ccccc2OC)c1	2.1%
COc1ccccc1NCCC(=O)OCC(=O)Nc1cccc(S(=O)(=O)N(C)C)c1	10.2%
CCC(CO)Oc1cc(NC(=O)c2cccc3ccccc23)c2ncn(C(C)C)c2c1 (centres undefined)	-10.1%
Cc1noc(C)c1NC(=O)N(C)C[C@@H]1OCc2cnnn2CCCC(=O)N([C@@H](C)CO)C[C@@H]1C	0.2%
O=C(Cc1ccccc1[N+](=O)[O-])c1ccc2c(c1)OCO2	-7.3%
c1ccc(COc2ncnc3c2ncn3CCCN2CCN(c3ncccn3)CC2)cc1	16.3%
COc1ccc(CNC(=O)N2CCN(C(=O)c3ccccc3)CC2)cc1	5.7%
C[C@H](CO)N1C[C@H](C)[C@@H](CN(C)Cc2ccc3c(c2)OCO3)Oc2c(NC(=O)C3CC3)cccc2C1=O	4.8%
CC(=O)N1CCN(C(=O)C(Cc2ccccc2)NC(=O)c2ccccc2)CC1 (centres undefined)	6.5%
COc1ccc(S(=O)(=O)N2CCC(C(=O)NCCC(=O)NCc3ccccn3)CC2)cc1	2.3%
CCN(C[C@H]1N[C@@](Cc2ccccc2)(C(=O)OC)[C@H]2C(=O)N(Cc3ccccc3)C(=O)[C@@H]12)C(=O)COC	9.7%
Cc1ccccc1S(=O)(=O)N1[C@@H](c2ccc(Cl)cc2)C(C(=O)O)=CC[C@H]1c1ccc(Cl)cc1	2.4%
C=C(C1=CCN(S(=O)C(C)(C)C)[C@@H]1CCO)c1ccccc1 (some centres undefined)	3.6%
COc1ccccc1C(=O)NCC(=O)OCC(=O)N1CC(C)OC(C)C1 (centres undefined)	2.5%
Nc1c(C2CCCCC2)c(=O)on1C(=O)c1ccccc1	-4.8%
